Source: PubChem (several laboratories)
Wnt bcat act: activators of Wnt/beta-catenin signaling; Wnt/beta-catenin reporter cell assay, activator, plate reader; activation, % at 9.35 µM; 300,000 tested, 1.2% active; AID 743398; in the data active = activation above about 30%, passing the limit was not always enough; inconclusive = no clear call, values can overlap the other calls;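 note: 0% = neutral control wells and 100% = positive control wells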
SR-BI DiI inh: blocks mouse SR-BI lipid uptake from DiI-HDL; inhibition, % at 12.5 µM; 320,000 tested, 0.96% active; Q61009; ldlA[mSR-BI] CHO cells, DiI-HDL uptake fluorescence, 3 h;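 active = mean replicate inhibition of at least 70% and a set share of replicates each scoring 70 or more; inconclusive = meets just one of the two criteria; inactive = fails both criteria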;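 note: 0% = median of neutral control wells and 100% = median of positive control wells; values of inactives mirror those of a sister screen read the other way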
PvdQ inh: blocks Pseudomonas aeruginosa PvdQ acylase activity; purified PvdQ acylase, fluorescence plate reader; inhibition, % at 10 µM; 340,000 tested, 0.063% active; in the data active = inhibition above about 30%, passing the limit was not always enough; inconclusive = no clear call, values can overlap the other calls;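 note: 0% = vehicle neutral wells and 100% = reference inhibitor wells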
NSD2 HMT inh: blocks human histone methyltransferase NSD2 | NSD2 peptide methylation, AlphaScreen, 120 min | inhibition, % at 12.5 µM | 310,000 tested, 0.54% active; in the data active = inhibition above about 50%
Target sequence (O96028 whole entry, looked up): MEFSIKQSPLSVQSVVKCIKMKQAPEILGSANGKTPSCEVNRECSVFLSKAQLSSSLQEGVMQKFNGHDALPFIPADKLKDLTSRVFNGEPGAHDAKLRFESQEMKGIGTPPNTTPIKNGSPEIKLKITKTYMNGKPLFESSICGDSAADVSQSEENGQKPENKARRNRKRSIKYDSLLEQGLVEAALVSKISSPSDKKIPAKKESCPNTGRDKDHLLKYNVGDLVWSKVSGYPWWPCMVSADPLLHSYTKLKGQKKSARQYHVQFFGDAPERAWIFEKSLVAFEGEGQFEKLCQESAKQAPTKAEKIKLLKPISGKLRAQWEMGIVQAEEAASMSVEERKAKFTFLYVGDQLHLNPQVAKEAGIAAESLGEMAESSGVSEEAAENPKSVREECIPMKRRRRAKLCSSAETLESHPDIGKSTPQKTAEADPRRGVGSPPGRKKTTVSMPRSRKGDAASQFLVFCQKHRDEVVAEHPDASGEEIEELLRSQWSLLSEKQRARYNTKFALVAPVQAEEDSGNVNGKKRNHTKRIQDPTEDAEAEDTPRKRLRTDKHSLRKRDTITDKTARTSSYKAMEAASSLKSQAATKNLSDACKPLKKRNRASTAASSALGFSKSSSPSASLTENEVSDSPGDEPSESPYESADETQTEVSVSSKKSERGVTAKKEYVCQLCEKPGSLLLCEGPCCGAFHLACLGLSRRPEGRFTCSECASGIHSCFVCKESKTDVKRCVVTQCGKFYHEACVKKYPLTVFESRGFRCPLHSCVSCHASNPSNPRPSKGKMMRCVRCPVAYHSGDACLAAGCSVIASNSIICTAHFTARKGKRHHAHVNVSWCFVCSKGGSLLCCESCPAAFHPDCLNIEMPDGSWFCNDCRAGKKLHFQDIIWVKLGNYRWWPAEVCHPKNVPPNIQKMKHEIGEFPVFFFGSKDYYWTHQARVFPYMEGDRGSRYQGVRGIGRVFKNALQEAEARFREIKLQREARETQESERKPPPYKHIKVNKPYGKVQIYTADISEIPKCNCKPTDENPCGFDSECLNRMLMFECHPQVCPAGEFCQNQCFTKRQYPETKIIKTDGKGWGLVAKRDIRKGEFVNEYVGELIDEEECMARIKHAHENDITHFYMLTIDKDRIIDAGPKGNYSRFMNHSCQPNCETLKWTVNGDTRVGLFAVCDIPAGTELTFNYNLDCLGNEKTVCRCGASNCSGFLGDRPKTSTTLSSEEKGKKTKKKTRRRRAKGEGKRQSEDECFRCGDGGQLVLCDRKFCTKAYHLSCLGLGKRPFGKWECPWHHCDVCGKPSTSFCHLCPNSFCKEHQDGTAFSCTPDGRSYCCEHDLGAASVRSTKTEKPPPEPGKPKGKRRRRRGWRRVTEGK
CDK5 inh: CDK5/p35 (human) kinase inhibition; AID 488839; Q00535+Q15078; 330,000 tested, 0.01% active; inhibition, % at 10 µM; Recombinant CDK5/p35, ADP-Glo luminescence, 60 min;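 active = highest replicate inhibition of at least 50% and at least 75% of replicates reaching 50%; inconclusive = only one of the two criteria met; inactive = both criteria failed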;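 note: plate controls were DMSO neutral control for no effect and GW8510 at 10 µM for full effect; many of its hits are not listed in these tables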
dFosB activator: activators of mouse delta FosB homodimer; purified delta FosB, TAMRA-CDK5 oligo fluorescence polarization; percent of positive-control signal above neutral wells; AID 493131; P13346; activation, % at 25 µM; 340,000 tested, 0.99% active;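 active = mean activation above about 17%, with every replicate also reaching it, limit read from the data, passing the limit was not always enough; inconclusive = only one of the two conditions met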;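 note: fluorescence polarization rise as delta FosB binds a TAMRA Cdk5 AP-1 oligo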
MITF TRPM1 HTS: MITF TRPM1 promoter activation in melanoma cells; 300,000 tested, 0.75% active; AID 588334; activation, % at 12.5 µM; SK-MEL-5 TRPM1-promoter luciferase, 24 h; % of positive control, neutral wells = 0;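 active = mean activation of at least 80% with every replicate also reaching 80%; inconclusive = mean reaches 80% but some replicate falls short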;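 note: 0% = neutral control wells and 100% = parthenolide positive control wells; values of inactives mirror those of a sister screen read the other way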
HTR5A inv ag: counter-screen for OPRM1-OPRD1 inverse agonists: human HTR5A inverse agonism; HTR5A cell line, luminescence; inhibition, % at 9.3 µM; 340,000 tested, 0.083% active; AID 504634; in the data active = inhibition mostly above about 23%, no sharp cut-off; inactive = mostly below about 18%;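 note: 0% = cells with DMSO and 100% = no-cell wells with DMSO; some compounds called inactive have numbers as strong as hits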
V-ATPase pHluor: regulators of yeast V-ATPase proton transport | S. cerevisiae, pHLuorin cytosolic pH fluorescence | response, % at 10 µM | 350,000 tested, 0.37% active; in the data active = response mostly above about 7.3%, no sharp cut-off; inactive = mostly below about 5.4%; note: actives read high; inactives centre near 0; some compounds called inactive have numbers as strong as hits; reference of the scale not given here
HTR5A ag ctr: counter-screen for OPRM1-OPRD1 agonists: human HTR5A agonism; P47898; HTR5A agonist assay, luminescence, cell-based; activation, % at 9.3 µM; 340,000 tested, 0.61% active; in the data active = activation mostly above about 9.5%, no sharp cut-off; inactive = mostly below about 7.6%;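 note: 0% = cells with vehicle only and 100% = reference agonist; strong numbers were not always called active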
An asterisk follows results filed as active; u = inconclusive; x = not tested or not shown.

SMILES | Wnt bcat act | SR-BI DiI inh | PvdQ inh | NSD2 HMT inh | CDK5 inh | dFosB activator | MITF TRPM1 HTS | HTR5A inv ag | V-ATPase pHluor | HTR5A ag ctr
O=C(COC(=O)c1cc(=O)[nH]c2ccccc12)Nc1ccc(Cl)c(S(=O)(=O)N2CCOCC2)c1 | 1 | 23 | -11 | 4 | 2.0 | -15 | -11 | 11 | -3 | 4
Oc1ccc(-c2csc(-c3c[nH]c4ccccc34)n2)c(O)c1 | x | u | 6 | -4 | -0.5 | 1 | 62 | -55 | -1 | 27*
CC1(C)CC(=O)C=C(NCCc2ccccc2)C1 | -1 | -19 | 1 | -1 | -0.2 | 0 | 0 | 5 | -1 | 2
COc1ccc(NC(=O)CSc2ccc(NC(C)=O)cc2)cc1S(=O)(=O)N1CCCCC1 | -1 | -6 | -12 | -2 | -1.9 | 6 | 15 | 3 | 2 | 1
CCOc1ccc(N2CC(C(=O)Nc3ccc(N4CCOCC4)cc3)CC2=O)cc1 (stereo not drawn) | x | 11 | 1 | 1 | -3.5 | -2 | 9 | -18 | 0 | 9
C=CCNC(=O)NC(=O)COC(=O)C(C)Oc1ccc(Cl)cc1Cl (stereo not drawn) | -2 | -24 | -13 | 1 | -3.3 | -4 | -8 | 3 | 4 | -1
Cc1cc(C)nc(N(C#N)CCOc2ccccc2)n1 | 0 | 21 | 2 | -6 | 0.5 | 0 | 3 | -45 | -2 | 2
COc1ccc(/C=C(\C#N)C(=O)Nc2ccccn2)cc1 | -3 | 1 | -16 | 0 | -1.1 | -8 | 12 | 15 | -3 | -4
S=c1[nH]nc(C2CCCCC2)n1/N=C/c1ccc(Br)s1 | x | 5 | -5 | 2 | 0.0 | -5 | -1 | -2 | 4 | 1
O=C(COc1ccccc1Cl)N1CCN(c2ccc([N+](=O)[O-])c(N3CCOCC3)c2)CC1 | x | 27 | -1 | 13 | -3.4 | -10 | -10 | -6 | -2 | 0
Cc1ccc(NC(=O)CSc2nc3sc(C)cc3c(=O)n2C)cc1 | 1 | x | 8 | -3 | -2.7 | -19 | -19 | 0 | -7 | 0
Cc1cc(N2CCCC2)ccc1NC(=O)COc1ccc(Cl)cc1 | -9 | 76* | -16 | -1 | -1.8 | u | -6 | 14 | 2 | -6

Entries above that contain four or more nitrogen atoms:
SMILES | Wnt bcat act | SR-BI DiI inh | PvdQ inh | NSD2 HMT inh | CDK5 inh | dFosB activator | MITF TRPM1 HTS | HTR5A inv ag | V-ATPase pHluor | HTR5A ag ctr
Cc1cc(C)nc(N(C#N)CCOc2ccccc2)n1 | 0 | 21 | 2 | -6 | 0.5 | 0 | 3 | -45 | -2 | 2
S=c1[nH]nc(C2CCCCC2)n1/N=C/c1ccc(Br)s1 | x | 5 | -5 | 2 | 0.0 | -5 | -1 | -2 | 4 | 1
O=C(COc1ccccc1Cl)N1CCN(c2ccc([N+](=O)[O-])c(N3CCOCC3)c2)CC1 | x | 27 | -1 | 13 | -3.4 | -10 | -10 | -6 | -2 | 0

(list continues)
SMILES | Wnt bcat act | SR-BI DiI inh | PvdQ inh | NSD2 HMT inh | CDK5 inh | dFosB activator | MITF TRPM1 HTS | HTR5A inv ag | V-ATPase pHluor | HTR5A ag ctr
CCOc1ccc(S(=O)(=O)N2CCC(C(=O)Nc3cc(S(C)(=O)=O)ccc3Cl)CC2)cc1 | -15 | 23 | -21 | -3 | -7.6 | 2 | x | -25 | 4 | 10
O=C(O)CN1CCCC1=Nc1ccccc1 | x | 9 | -6 | -2 | 1.3 | -1 | -6 | -24 | -4 | -10
COc1ccccc1C(=O)OCCN1CCOCC1 | x | -21 | -2 | x | 0.2 | 3 | 1 | 7 | 8 | 4
COc1ccc(CCNC(=O)Cn2c(=O)n(-c3ccc(F)cc3)c(=O)c3sccc32)cc1OC | 8 | x | -7 | -1 | -0.2 | -1 | -2 | -28 | 1 | 0
COc1ccc(CCNC2CCN(C)CC2)cc1OC | x | -16 | -16 | 6 | 0.9 | -6 | 2 | -29 | 1 | 4
O=c1[nH]c(SCc2ccccc2F)nc2ccccc12 | 0 | -1 | 4 | -1 | -0.2 | 1 | 8 | -8 | -1 | 3
Cc1c(C)c2cc(Cl)c(O)c(CN3CCN(C)CC3)c2oc1=O | x | 2 | -13 | -1 | x | -9 | 2 | 4 | -5 | -1
Cc1nc(-c2cccc(C(F)(F)F)c2)sc1C(=O)O | 1 | 6 | -15 | -6 | 2.2 | -10 | 33 | 21 | 0 | -8
CC1CC(C)CN(C(=O)COC(=O)CCc2nc3ccccc3c(=O)[nH]2)C1 (stereo not drawn) | 2 | -17 | -19 | -4 | 0.1 | -11 | -1 | -5 | 0 | 1
C=CCc1cc(Cl)ccc1OCCNCCN1CCOCC1 | -3 | -4 | -5 | 8 | -2.0 | -9 | -4 | 15 | 0 | -6
CC(=O)OC1C([N+]2(C)CCCCC2)C[C@H]2C3CC[C@H]4C[C@H](OC(C)=O)C([N+]5(C)CCCCC5)CC4(C)[C@H]3CCC12C (stereo partly drawn) | 2 | -13 | 7 | x | -0.2 | 4 | 0 | 2 | 1 | -1
CCc1ccc(OCC(=O)O/N=C(\N)Cc2ccc([N+](=O)[O-])cc2)cc1 | -4 | -20 | -13 | 2 | -1.3 | -5 | 0 | 11 | 1 | -5
COCc1[nH]nc2c1C1(CCSCC1)C(C#N)=C(N)O2 | -14 | -34 | -12 | 25 | -2.3 | -1 | -7 | -12 | 3 | 4
Cc1ccc(S(=O)(=O)N2CCC(C(=O)NCCCn3ccnc3)CC2)cc1 | 0 | -35 | -11 | -6 | -4.7 | -7 | -4 | 0 | -2 | 0
COc1ccc2c(c1)CCc1c(C(=O)NCc3cccnc3)noc1-2 | 14 | -8 | -2 | -8 | -0.6 | -8 | 38 | -18 | 2 | -1
O=C1CCCc2ccccc2N1Cc1ccc(F)cc1 | -1 | -6 | -3 | 1 | 0.6 | -11 | 11 | -16 | 5 | -2
C=CCc1ccccc1OCC(=O)OCCNC(=O)c1cccnc1 | 1 | -18 | -13 | 0 | -1.2 | 0 | 0 | 7 | -1 | -3
CCOc1cc(NC(=O)Nc2ccc(F)cc2)c(OCC)cc1NC(=O)CC | -2 | 48 | -22 | -1 | 1.8 | -8 | -14 | -2 | 4 | 1
CSCSC1=C(C#N)C(c2ccccc2Cl)C(C(C)=O)=C(C)N1 (stereo not drawn) | x | -21 | 10 | 2 | 3.8 | -4 | 3 | 21 | -1 | 0
CC(=O)Nc1ccc(C(=O)NC(CC(=O)O)c2ccc(Cl)cc2)cc1 (stereo not drawn) | x | -2 | 5 | -1 | -1.8 | -7 | 1 | -14 | -4 | 4
COc1ccccc1NC(C)=O | x | -17 | -16 | 4 | -0.7 | -2 | 1 | 17 | 0 | 1
CCOc1ncccc1C(=O)NCc1ccccc1F | 1 | 13 | -2 | -3 | 1.6 | 0 | 13 | -6 | 2 | 2
CN(C)/C=C(/C(=O)c1ccc(Cl)c(Cl)c1)c1nnnn1-c1ccccc1 | 0 | 1 | -4 | 0 | 1.0 | 0 | x | 3 | 2 | -2
O=C(O)/C=C/C(=O)Nc1ccc(F)cc1F | -2 | -1 | 7 | -7 | -2.6 | -8 | 6 | -8 | 0 | 3
O=C(CNC(=O)C12CC3CC(CC(C3)C1)C2)N1CCN(S(=O)(=O)/C=C/c2ccccc2)CC1 | -2 | 1 | -3 | 2 | -0.2 | -9 | -8 | -19 | -1 | 6
Cc1snc(SCC(=O)c2ccc(F)cc2)c1C#N | 12 | 26 | -5 | 5 | -2.7 | -12 | 55 | 5 | 3 | -2
N#C/C(C(=O)NCc1ccco1)=C1/SC(Cc2ccc(F)cc2)C(=O)N1c1ccccc1 (stereo not drawn) | x | -34 | -4 | 13 | 0.0 | 2 | 24 | 13 | -3 | -6
CCC(C)(C(=O)NC1CCCC1)N(C)C(=O)Cc1c[nH]c2ccccc12 (stereo not drawn) | -1 | -4 | -10 | -3 | -0.9 | -9 | -13 | -20 | 1 | 7
Cc1cccc(C(=O)Nc2ccc(N3CCN(C(=O)c4ccco4)CC3)cc2)c1 | -2 | 55 | -15 | 2 | 1.9 | -6 | 12 | -37 | 0 | 14
CN(C)Cc1c(O)ccc2cc(-c3nc4ccccc4n3C)c(=O)oc12 | 4 | 4 | -9 | -5 | 1.5 | -9 | -6 | -50 | -76 | -2
O=C(O)c1cccc(N2C(=O)CSC2c2c(F)cccc2Cl)c1 (stereo not drawn) | 0 | -49 | 2 | x | -0.5 | 4 | x | -12 | 3 | -2
CCOC(=O)c1c(NC(=O)c2cnn3c2NC(c2cccc(OC)c2)CC3C(F)(F)F)sc2c1CCCC2 (stereo not drawn) | x | -22 | -10 | -2 | -0.8 | -7 | -3 | 4 | -2 | 8
O=c1oc2cc(O)ccc2s1 | 1 | -10 | -6 | x | 0.6 | 1 | 8 | 9 | 1 | -3
Cc1cc(C)cc(NC(=O)Cn2nnc(C(=O)NCCc3ccccc3)c2N)c1 | -2 | 25 | -3 | -2 | -0.3 | 83* | -8 | -6 | 2 | 7
CC[C@@H]1CC=C[C@H]2[C@H]1C(=O)N(Cc1ccccc1)[C@H]2c1ccc(OC)c(Cl)c1 | -4 | 1 | -11 | x | -0.5 | -7 | 23 | -17 | 6 | 2
CCOC(=O)C1(CCOc2ccccc2)CCN(Cc2nccn2CC)CC1 | -5 | 5 | -8 | -3 | -0.1 | -3 | -10 | 7 | 2 | -2

Compound profiles, from the list above.
CC(=O)Nc1ccc(C(=O)NC(CC(=O)O)c2ccc(Cl)cc2)cc1 (stereo not drawn) across the screens: Wnt bcat act = x; SR-BI DiI inh = -2; PvdQ inh = 5; NSD2 HMT inh = -1; CDK5 inh = -1.8; dFosB activator = -7; MITF TRPM1 HTS = 1; HTR5A inv ag = -14; V-ATPase pHluor = -4; HTR5A ag ctr = 4
COc1ccc(NC(=O)CSc2ccc(NC(C)=O)cc2)cc1S(=O)(=O)N1CCCCC1 across the screens: Wnt bcat act = -1; SR-BI DiI inh = -6; PvdQ inh = -12; NSD2 HMT inh = -2; CDK5 inh = -1.9; dFosB activator = 6; MITF TRPM1 HTS = 15; HTR5A inv ag = 3; V-ATPase pHluor = 2; HTR5A ag ctr = 1
CC(=O)OC1C([N+]2(C)CCCCC2)C[C@H]2C3CC[C@H]4C[C@H](OC(C)=O)C([N+]5(C)CCCCC5)CC4(C)[C@H]3CCC12C (stereo partly drawn) across the screens: Wnt bcat act = 2; SR-BI DiI inh = -13; PvdQ inh = 7; NSD2 HMT inh = x; CDK5 inh = -0.2; dFosB activator = 4; MITF TRPM1 HTS = 0; HTR5A inv ag = 2; V-ATPase pHluor = 1; HTR5A ag ctr = -1

Next records.
SMILES | Wnt bcat act | SR-BI DiI inh | PvdQ inh | NSD2 HMT inh | CDK5 inh | dFosB activator | MITF TRPM1 HTS | HTR5A inv ag | V-ATPase pHluor | HTR5A ag ctr
COc1cc(C(=O)NCc2nnc(SCC(=O)N3CCCCCC3)o2)cc(OC)c1OC | -4 | -12 | 4 | -2 | -0.6 | -6 | -1 | 3 | 0 | -3
CCOC(=O)N1CCN(C(=O)CSc2ccc3nnc(CCNC(=O)c4ccccc4)n3n2)CC1 | 2 | x | -13 | -3 | -1.3 | -6 | 15 | -15 | 1 | 5
CCOC(=O)c1ccc(Cl)c(S(=O)(=O)N2CCCC2)c1 | -8 | -2 | 0 | -2 | 0.2 | 0 | 3 | 6 | 2 | -2
CC1(C)Oc2nc3ccccc3n2/C1=C\C#N | x | -5 | 6 | -2 | 8.3 | -1 | 10 | -8 | -2 | -1

Rows were taken by chance (roughly 5% active in at least one column).
